Compound activity as filed in PubChem.
12-hLO inh – inhibitors of human 12-lipoxygenase (ALOX12) | P18054 | purified 12-hLO, xylenol orange hydroperoxide absorbance | Potency, µM (doses to about 57.1 µM), inactives show top-dose activity change, negative = inhibition, hits mostly inhibitors | 150,000 tested, 0.12% active; also: potency is read from the fitted curve at half-maximal effect; nearly all actives have a fitted effect of over 55% in size; many of its hits are not listed in these tables
Target sequence (P18054 whole entry, looked up): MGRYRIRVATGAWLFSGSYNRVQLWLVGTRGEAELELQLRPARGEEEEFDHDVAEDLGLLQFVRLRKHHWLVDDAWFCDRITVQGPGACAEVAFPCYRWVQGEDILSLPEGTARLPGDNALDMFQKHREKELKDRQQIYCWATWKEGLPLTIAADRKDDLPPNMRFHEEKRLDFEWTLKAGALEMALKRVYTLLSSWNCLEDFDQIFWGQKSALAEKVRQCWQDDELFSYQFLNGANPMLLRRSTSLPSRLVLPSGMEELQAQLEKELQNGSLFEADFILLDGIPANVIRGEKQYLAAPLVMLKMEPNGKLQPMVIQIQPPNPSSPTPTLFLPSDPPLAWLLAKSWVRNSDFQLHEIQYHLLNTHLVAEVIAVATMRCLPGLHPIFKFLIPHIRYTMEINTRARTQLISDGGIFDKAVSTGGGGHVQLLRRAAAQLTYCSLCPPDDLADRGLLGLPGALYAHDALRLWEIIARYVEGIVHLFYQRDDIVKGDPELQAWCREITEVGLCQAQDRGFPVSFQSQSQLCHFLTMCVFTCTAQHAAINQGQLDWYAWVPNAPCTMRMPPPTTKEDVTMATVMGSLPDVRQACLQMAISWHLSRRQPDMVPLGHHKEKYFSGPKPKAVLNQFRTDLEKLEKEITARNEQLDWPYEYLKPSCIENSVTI
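Hydroperoxide output read as Fe(III)-xylenol orange absorbance, 573-to-405 nm ratio, after 30 min reaction with 40 uM arachidonic acid. Enzyme: 150 nM purified human 12hLO, 15 min compound preincubation; 25 mM Hepes pH 7.0, room temperature.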
PNC inhibitor – perinucleolar compartment assembly inhibition; activity change (PNC), negative = inhibition, % at 10 µM; AID 2417; 140,000 tested, 3.1% active; PC3M PTB-GFP, PNC prevalence imaging, 16 h; hits give low values;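 active = readout at or below -70, meaning at least 70% loss of cells showing the perinucleolar compartment, a nuclear body marking cancer cells; inconclusive = readout between -30 and a set limit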;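 also: plate controls were DMSO wells for no effect and camptothecin positive control wells for full effect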
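PC3M cells stably expressing PTB-GFP, 750–1000 cells/well, treated 16 h at 37 °C with compound (23 nl of library stock), in duplicate. After paraformaldehyde fixation and Hoechst stain, imaged at 20x; PNC prevalence scored by image analysis.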
IMPase cell inh – membrane-permeable compound that blocks inositol monophosphatase; P97697; CHO-M1 cells, IP1 accumulation, HTRF TR-FRET ratio; inhibition (IP1 accumulation), % at 46.1 µM; 120,000 tested, under 10 active; AID 901; active = well fitted curve in the direction sought with a large enough effect in the signal ratio, not every such curve was filed as active; inconclusive = small, poorly fitted or top-dose-only effect, or a change in a side signal; inactive = no such curve, though single readings can be large or run the other way; the % refers to the signal ratio;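 also: cells stimulated with carbachol in lithium chloride buffer; plate controls were DMSO basal wells for no effect and reference inhibitor wells for full effect; higher means more IMPase inhibition seen as more IP1 and lower FRET ratio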
Target sequence (P97697 whole entry, looked up): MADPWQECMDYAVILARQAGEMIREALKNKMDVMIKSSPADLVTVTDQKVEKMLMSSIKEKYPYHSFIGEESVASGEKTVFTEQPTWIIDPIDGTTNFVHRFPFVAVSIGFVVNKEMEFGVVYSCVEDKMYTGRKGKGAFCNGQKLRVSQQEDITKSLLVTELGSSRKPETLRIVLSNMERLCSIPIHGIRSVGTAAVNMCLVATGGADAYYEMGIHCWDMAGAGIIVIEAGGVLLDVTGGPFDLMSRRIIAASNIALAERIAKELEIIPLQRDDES
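Measured: the HTRF emission ratio (665/620 nm) plus the 620 nm donor channel, each fitted to the Hill equation to give AC50. Cells were CHO-M1 given compounds up to 46 uM and a 30 min carbachol stimulation at 37C.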
15-hLO-2 inh – blocks human 15-lipoxygenase 2 activity | purified 15hLO-2, xylenol orange hydroperoxide absorbance | Potency, µM (series often up to 57.1 µM), for the others: at the top dose activity change, negative = inhibition, actives largely listed as inhibitors | O15296 | 110,000 tested, 0.56% active; also: potency is read from the fitted curve at half-maximal effect; nearly all actives have a fitted effect of over 60% in size; many of its hits are not listed in these tables
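Purified human 15hLO-2 (50 nM final) preincubated with compounds 15 min at room temperature in 25 mM Hepes pH 7.5, 0.01% Triton X-100, then 45 uM arachidonic acid added for 90 min; hydroperoxide detected via ferrous/xylenol orange, 573/405 nm absorbance ratio.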
Numbers without * were called inactive; ? = inconclusive; / = no result given; [ ] = dose if it differs, or a comment. Unless noted, calls follow the shape of the dose curve; as a rule, active = well fitted curve in the direction sought with a large enough effect; inconclusive = small, poorly fitted or top-dose-only effect, or another doubt; inactive = no such curve, though single readings can be large; an effect the other way counts as inactive or inconclusive. Unless noted, % is scaled to controls: 0 for no effect and ±100 for the full control effect.

12-hLO inh	PNC inhibitor	molecule	IMPase cell inh	15-hLO-2 inh
4%	76	C/C(=N\NC(=O)c1c(Cl)c(C)nn1C)c1ccc(NC(=O)COc2ccc(Cl)cc2C)cc1	2	-7%
-8%	?	CCOc1nc(NC2CCCCC2)nc(NC(C)(C)C)n1	5	/
2%	51	CCOCc1nnc(NS(C)(=O)=O)s1	-3	17%
-23%	-16	CCSC(C)CC1CC(=O)CC(=O)C1 (stereo not drawn)	-4	-2%
-1%	9	O=C(CCCOc1ccccc1)N1CCN(c2ccc(F)cc2)CC1	1	-3%
-3%	?	O=C(CSc1nnc(-c2ccncc2)o1)NCc1ccc(Cl)cc1	/	/
0%[11.4 µM]	/	NC(N)=NC(N)=Nc1c(F)c(F)c(F)c(F)c1F	/	-1%[11.4 µM]
0%	/	COC(=O)N1[C@H](C)C=C[C@]1(Cc1ccccc1)C(=O)NCc1ccccn1	/	12%
4%	21	Cc1ccc(N(C(=O)C2CCC(=O)N2)C2(C(=O)NC3CCCCC3)CCCCC2)cc1 (stereo not drawn)	7	-7%
3%	0	COc1cc(-n2c(=O)c3ccccc3n(Cc3cc(=O)n4ccccc4n3)c2=O)cc(OC)c1OC	/	/

Copied from the results shown (6 entries):
12-hLO inh	PNC inhibitor	molecule	IMPase cell inh	15-hLO-2 inh
-1%	9	O=C(CCCOc1ccccc1)N1CCN(c2ccc(F)cc2)CC1	1	-3%
-3%	?	O=C(CSc1nnc(-c2ccncc2)o1)NCc1ccc(Cl)cc1	/	/
0%[11.4 µM]	/	NC(N)=NC(N)=Nc1c(F)c(F)c(F)c(F)c1F	/	-1%[11.4 µM]
0%	/	COC(=O)N1[C@H](C)C=C[C@]1(Cc1ccccc1)C(=O)NCc1ccccn1	/	12%
4%	21	Cc1ccc(N(C(=O)C2CCC(=O)N2)C2(C(=O)NC3CCCCC3)CCCCC2)cc1 (stereo not drawn)	7	-7%
3%	0	COc1cc(-n2c(=O)c3ccccc3n(Cc3cc(=O)n4ccccc4n3)c2=O)cc(OC)c1OC	/	/

Going on with the list:
12-hLO inh	PNC inhibitor	molecule	IMPase cell inh	15-hLO-2 inh
-4%	-29	CC(C)CC(=O)Nc1ccc(N2CCN(S(C)(=O)=O)CC2)cc1	/	/
-7%	70	C=CCNC(=S)N/N=C/c1ccc(-c2cc(Cl)ccc2Cl)o1	-8	?
-4%	/	CCCCNC(=O)C(c1ccc(OCC(=O)OC)c(C(=O)OC)c1)N(CCC1=CCCCC1)C(=O)CCCCCN1C(=O)NC(c2ccc(-c3ccccc3)cc2)C(C(=O)OCc2ccccc2)=C1C (stereo not drawn)	/	-4%
4%	-11	Cc1ccc2c(C(=O)CN3CCN(c4ccccc4)CC3)c(C)[nH]c2c1	-3	2%
-3%	0	CS(=O)(=O)CCC(C(=O)n1nnc2ccccc21)N1C(=O)c2ccccc2C1=O (stereo not drawn)	1	4%
-1%	-84*	CC(Oc1ccccc1)C(=O)NC1CCN(Cc2ccccc2)CC1 (stereo not drawn)	8	10%
-2%	24	Cc1cccc(CS(=O)(=O)Cc2ccc(C(=O)O)o2)c1	-2	4%
-2%	/	CNCC(O)c1ccc(O)c(O)c1 (stereo not drawn)	/	-4%
3%	-1	CCOC(=O)CSc1nc2ccccc2c(=O)n1CC1COc2ccccc2O1 (stereo not drawn)	8	6%
-2%	-20	C=C1Cn2c(nnc2-c2ccc(Cl)cc2)S1	-1	-1%
2%	79	Cc1ccc(C)c(NC(=O)c2ccccc2Sc2ccc([N+](=O)[O-])cc2Cl)c1	/	/
-8%	-18	O=C(CCS(=O)(=O)c1ccc(Br)cc1)Nc1ccc2c(c1)OCO2	-2	/
-14%	-18	Cc1noc(C)c1S(=O)(=O)Nc1ccc(C(=O)N2CCN(c3ccc(Cl)cc3)CC2)cc1	4	11%
-5%	?	CCc1c(C(=O)N/N=C/c2ccc(C)o2)csc1C	?	/
2%	9	CCN(CC)c1nc(Nc2ccccc2)nc(Oc2ccc(=O)n(C)n2)n1	1	18%
-7%	30	COc1ccccc1N(C(=O)c1snc(C(N)=O)c1N)C(C(=O)NC1CCCC1)c1ccco1 (stereo not drawn)	6	-11%
-4%	/	O=C(Cc1ccccc1)NO	/	-7%
-14%	8	COc1cc(NC(=S)N2CCN(C(c3ccccc3)c3ccccc3)CC2)cc(OC)c1	3	-7%
-1%	-11	COc1ccc(C(=O)NCCCc2nc3ccccc3n2Cc2cc(C)ccc2C)cc1OC	/	/
2%	42	O=C(CN1CCN(S(=O)(=O)c2ccc(F)cc2)CC1)Nc1ccc2c(c1)OCCO2	2	-10%
0%	-16	CCC(C(=O)c1ccccc1)N(C(=O)c1ccccc1Cl)N1C(=O)C2C3C=CC(C3)C2C1=O (stereo not drawn)	1	-10%
-1%	0	CCC(CC)c1nnc(NC(=O)Oc2ccccc2)s1	0	/
3%	?	CCc1ccc(NC2=NCC(=O)N2c2ccc3c(c2)OCCO3)cc1	-7	/
-4%	-3	CC1CCc2nn(CC(=O)Nc3ccc(F)cc3F)cc2C1 (stereo not drawn)	-8	1%
-21%	1	O=C(NCc1ccco1)c1cnn2c(C(F)(F)F)cc(-c3cccs3)nc12	16	-14%
-1%	-6	COC(=O)c1nc(-c2ccc(C)cc2)oc1N(C)C	8	-4%
2%	17	CCOc1ccccc1C(=O)N1CCN=C1SC	2	0%
-1%	-28	CCn1nnc(-c2ccccc2NS(=O)(=O)c2ccc(C(=O)OC)cc2)n1	-6	-3%
-18%	-8	CCCOc1ccc(CNC(=S)NCc2ccc(OC(C)C)cc2)cc1	/	/
4%	-20	COc1ccc(Nc2nc(C)cc(=O)[nH]2)cc1	-11	-5%

Ordered by length of the SMILES (highest first): 5 of the compounds above
12-hLO inh	PNC inhibitor	molecule	IMPase cell inh	15-hLO-2 inh
0%	-16	CCC(C(=O)c1ccccc1)N(C(=O)c1ccccc1Cl)N1C(=O)C2C3C=CC(C3)C2C1=O (stereo not drawn)	1	-10%
-21%	1	O=C(NCc1ccco1)c1cnn2c(C(F)(F)F)cc(-c3cccs3)nc12	16	-14%
3%	?	CCc1ccc(NC2=NCC(=O)N2c2ccc3c(c2)OCCO3)cc1	-7	/
-18%	-8	CCCOc1ccc(CNC(=S)NCc2ccc(OC(C)C)cc2)cc1	/	/
4%	-20	COc1ccc(Nc2nc(C)cc(=O)[nH]2)cc1	-11	-5%

(further entries)
12-hLO inh	PNC inhibitor	molecule	IMPase cell inh	15-hLO-2 inh
5%	0	CCOc1ccc(N2C(=O)CC(SC(=NC)Nc3cccc(F)c3)C2=O)cc1 (stereo not drawn)	7	0%
0%	26	Cc1c(NC(=O)c2ccccc2N)cccc1C(=O)O	0	-4%
-2%	13	CCCCCn1c(SCC(=O)c2ccccc2)nc2cc(C(=O)NCc3ccco3)ccc2c1=O	1	-14%
-10%	12	O=c1cc(-c2ccccc2)c2ccccc2[nH]1	1	-13%
-3%	-27	CCC[C@@H]1C[C@@H](C(=O)N[C@H]([C@@H](C)O)[C@H]2O[C@H](SC)[C@H](O)[C@@H](O)C2O)N(C)C1 (stereo partly drawn)	/	/
0%	44	CCCN1Cc2cccc(C(=O)NCc3ccccc3OC)c2C1=O	-9	-8%
-1%	-20	CN(C)c1ccc(/C=[N+](\[O-])C2N(c3ccccc3)C(=S)SC2(C)C)cc1 (stereo not drawn)	/	/
-2%[11.4 µM]	/	O=C(O)c1ccc(NS(=O)(=O)Cc2ccccc2)cc1	/	-3%[11.4 µM]
1%	34	O=C(O)CCCC(=O)N1CCN(c2nc(-c3ccccc3)c3ccccc3n2)CC1	3	-1%
-20%	-114*	C=CCn1c(COc2ccc(Cl)cc2)nnc1SCC(=O)Nc1ccc(S(N)(=O)=O)cc1	/	/
-11%	?	Nc1nc(-c2cccc(Br)c2)cs1	-2	-6%
3%	-30	c1cnc2ccc(C(c3nnnn3C3CCCCC3)N3CCN4CCCC4C3)cc2c1 (stereo not drawn)	16	7%
-10%	-11	O=C(/C=C/c1ccco1)NCC1CCCO1 (stereo not drawn)	-8	0%
0%	7	O=C(NC1CCCc2ccccc21)C1CCN(S(=O)(=O)c2ccccc2)CC1 (stereo not drawn)	/	/
-7%	18	O=c1[nH]c2cc3c(cc2cc1C(c1nnnn1Cc1ccccc1)N1CCN2CCCC2C1)OCCO3 (stereo not drawn)	-11	17%
-11%	-29	Cc1ccc(-c2nnc(SCC(=O)N3CCOCC3)nc2-c2ccc(C)cc2)cc1	9	3%
3%	18	O=C(Nc1ccc(Oc2ccccc2)cc1)C1CCCN(c2ncccn2)C1 (stereo not drawn)	13	4%
-18%	-25	CCCCn1c(SCC(=O)c2ccc(O)c(O)c2)nc2ccsc2c1=O	-2	/
-6%	6	CCCC(C)c1nnc(NC(=O)CS(=O)(=O)Cc2ccccc2)s1 (stereo not drawn)	5	?
0%	?	CN(CCc1ccccn1)S(=O)(=O)c1ccc2c3c(cccc13)C(=O)N2	-3	-4%
-5%	82	Cc1cccc(C(=O)N2CCC(=O)N(C(COCc3cccc(C(F)(F)F)c3)Cc3ccccc3)CC2)c1 (stereo not drawn)	/	/
-11%	?	CCn1c(/N=C/c2c[nH]c3ccccc23)nc2ccccc21	3	37%[activator]
1%	?	COC(=O)Nc1ccc(S(=O)(=O)N2CCC(C)CC2)cc1	-1	4%
0%	?	CC(C)CCC(O)(CCC(C)C)C(=O)NN1CCCCC1	/	/
2%	-10	O=C(O)Cc1ccc(NC(=S)NCc2ccco2)cc1	/	/
-9%[0.00818 µM]	/	Cc1cc(C)c2c(c1)OC(=O)CC2c1ccccc1C (stereo not drawn)	/	5%[0.0915 µM]
-1%	?	Cc1cc(C)c2cc(C#N)c(SCC(=O)NCc3ccco3)nc2c1	-23	-26%
-11%	29	CC12CCC(C(=O)NCc3ccc4c(c3)OCO4)(OC1=O)C2(C)C (stereo not drawn)	1	-9%
-10%	68	CCOC(=O)N1CCN(S(=O)(=O)c2ccc(C(=O)NNc3nc4cc(C)cc(C)c4s3)cc2)CC1	/	/
4%	?	Cc1cc(C(=O)NCC(C)C)c2ccccc2n1	2	0%
2%	/	N=C(N)c1ccc(N2CCN(C3CCN(CC(=O)O)CC3)CC2)cc1	/	0%
0%	-4	Cc1cc(NC(=O)c2noc3c2CCc2ccccc2-3)no1	3	-5%
0%	16	CNC(=S)N(CCc1c(C)[nH]c2ccccc12)Cc1cc(OC)c(OC)c(OC)c1	/	/
-5%	?	CC(C)c1ccc(N2CCN(C(=O)c3ccccc3NC(=O)/C=C\C(=O)O)CC2)cc1	5	?
-1%	?	CN1C(=O)N(c2cccc3ccccc23)C(n2cncn2)C1(C)C (stereo not drawn)	1	-2%
1%	?	Cc1ccc2c(c1)nnn2C1CCN(CC(=O)N2CCN(c3ccc(F)cc3)CC2)CC1	-1	11%
-1%	?	N#C/C(C(=O)NCc1ccco1)=C1/SC(Cc2ccc(F)cc2)C(=O)N1c1ccccc1 (stereo not drawn)	0	-1%
-2%	6	Cc1nc(N)c(C#N)c(-c2ccccc2Cl)c1C	0	-4%
1%	17	O=C(/C=C/c1ncc(C(F)(F)F)cc1Cl)OCc1ccccc1	1[1.84 µM]	-13%[11.4 µM]
-2%	-21	O=C1COc2cccnc2N1	3	-3%
1%[25.6 µM]	/	CO[C@]1(NC(=O)Cc2cccs2)C(=O)N2C(C(=O)O)=C(COC(N)=O)CS[C@H]21	-2[20.6 µM]	14%[25.6 µM]
-3%	54	CCOC(=O)N1CCN(C(=O)C2CCN(Cc3cccc(OCc4ccccc4)c3)CC2)CC1	/	/
